# phage Ecoli inh: E. coli growth loss with phage present | growth absorbance | inhibition, % at 11.9 µM | actives 0.26% (n = 360,000); in the data active means inhibition above about 11%
# E coli growth: counter-screen for AddAB inhibitors: E. coli growth inhibition; inhibition, % at 11.9 µM; actives 0.27% (n = 330,000); E. coli V3065 growth, OD600 absorbance, 18 h;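 active means inhibition above the campaign's mean inhibition across all tested compounds plus 3 SD, cut at about 9.9% in these data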;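 further: uninfected addAB+ strain grown without phage in ampicillin broth; 0% = DMSO wells and 100% = ciprofloxacin 0.95 µg/ml wells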
# OPRM1-OPRD1 ag: agonists of human mu-delta opioid receptor heterodimerization; cells, OPRM1-OPRD1 heterodimerization, luminescence; activation, % at 9.3 µM; actives 0.3% (n = 340,000); AID 504326; in the data active means activation above about 18%;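 further: 0% = vehicle-treated cells and 100% = reference agonist; values of inactives mirror those of a sister screen read the other way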
# HTR5A inv ctr: counter-screen for OPRM1-OPRD1 inverse agonists: human HTR5A inverse agonism. inhibition, % at 9.3 µM. HTR5A cell line, luminescence. P47898. actives 0.083% (n = 340,000). AID 504634; in the data active means inhibition mostly above about 23%, no sharp cut-off; inactive means mostly below about 18%;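 further: 0% = cells with DMSO and 100% = no-cell wells with DMSO; some compounds called inactive have numbers as strong as hits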
# AddAB inh: less growth of phage-infected E. coli with AddAB. E. coli expressing H. pylori AddAB, absorbance growth. inhibition, % at 11.9 µM. actives 0.29% (n = 330,000). AID 435030; in the data active means inhibition above about 12%;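 further: 0% = vehicle wells of infected cells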
# OPRM1-OPRD1 inv: inverse agonist of human OPRM1-OPRD1 heterodimerization | cell-based MOR-DOR heterodimer luminescence, inverse agonism | inhibition, % at 9.3 µM | actives 0.21% (n = 340,000); in the data active means inhibition above about 22%, passing the limit was not always enough;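 further: 0% = cells with DMSO and 100% = wells without cells with DMSO; values of inactives mirror those of a sister screen read the other way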
# PfHsp90 set2: inhibits growth of yeast expressing Plasmodium falciparum Hsp90. S. cerevisiae expressing PfHsp90, BacTiter-Glo ATP, 48 h; yeast lacking PDR1 and PDR3 efflux regulators. inhibition, % at 9.4 µM. actives 0.32% (n = 310,000). AID 504621;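 active means every replicate shows inhibition above about 80%, whatever the replicate mean, limit read from the data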;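 further: 0% = DMSO neutral controls and 100% = 20 µM radicicol positive controls; yeast relying on Plasmodium falciparum Hsp90 in place of its own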
# DSG3 Ab inh: inhibitors of pemphigus antibody binding to human desmoglein-3; DSG3-coupled beads, scFv-anti-DSG3-GFP binding, flow cytometry; stronger effect = lower value; P32926; AID 588358; binding (percent of control), % at 10 µM; actives 0.48% (n = 310,000);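 active means binding more than 3 SD below its plate's average and above zero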;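 further: hits lower antibody fragment binding to DSG3; some compounds called inactive have numbers as strong as hits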
# Target sequence (P32926 whole entry, looked up, the tested form may be a part): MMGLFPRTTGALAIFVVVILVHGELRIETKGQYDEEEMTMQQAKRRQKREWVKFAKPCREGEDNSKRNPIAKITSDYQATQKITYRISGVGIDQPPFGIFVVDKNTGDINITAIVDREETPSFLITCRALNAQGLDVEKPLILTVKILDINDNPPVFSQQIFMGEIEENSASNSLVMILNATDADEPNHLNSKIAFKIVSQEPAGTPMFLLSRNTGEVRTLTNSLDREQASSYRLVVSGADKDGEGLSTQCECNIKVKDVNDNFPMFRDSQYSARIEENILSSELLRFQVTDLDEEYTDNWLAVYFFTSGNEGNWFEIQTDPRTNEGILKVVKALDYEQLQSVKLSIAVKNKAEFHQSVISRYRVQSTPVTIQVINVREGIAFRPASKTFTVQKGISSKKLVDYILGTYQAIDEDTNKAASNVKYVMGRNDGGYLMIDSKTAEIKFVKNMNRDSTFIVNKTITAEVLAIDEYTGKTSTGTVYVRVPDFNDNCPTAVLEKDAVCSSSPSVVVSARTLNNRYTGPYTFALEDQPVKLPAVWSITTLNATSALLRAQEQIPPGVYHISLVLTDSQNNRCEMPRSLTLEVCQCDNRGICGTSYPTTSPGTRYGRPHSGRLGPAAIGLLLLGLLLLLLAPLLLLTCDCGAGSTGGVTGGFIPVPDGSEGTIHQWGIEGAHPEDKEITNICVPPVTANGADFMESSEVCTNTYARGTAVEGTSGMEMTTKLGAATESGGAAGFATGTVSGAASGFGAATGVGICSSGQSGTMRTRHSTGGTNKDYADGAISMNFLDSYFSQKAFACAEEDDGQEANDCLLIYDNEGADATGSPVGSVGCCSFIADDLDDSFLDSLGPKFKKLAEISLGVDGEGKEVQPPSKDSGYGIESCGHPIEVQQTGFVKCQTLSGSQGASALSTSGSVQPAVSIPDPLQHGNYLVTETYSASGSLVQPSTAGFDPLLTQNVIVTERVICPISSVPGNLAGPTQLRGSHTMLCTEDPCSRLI
# HTR5A ag ctr: HTR5A agonism, opioid heterodimer counter-screen; actives 0.61% (n = 340,000); HTR5A agonist assay, luminescence, cell-based; activation, % at 9.3 µM; in the data active means activation mostly above about 9.5%, no sharp cut-off; inactive means mostly below about 7.6%;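 further: 0% = cells with vehicle only and 100% = reference agonist; strong numbers were not always called active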
# PKA-R1A act: PKA-R1A complex activation; P00514+P68181; PKA-R1A dissociation, Cy5-IP20 fluorescence polarization; scaled: DMSO 0%, 113 µM cGMP 100%; activation, % at 11.4 µM; actives 0.083% (n = 340,000); AID 504707;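 active means percent activation above the mean of all tested compounds plus 3 SD, cut at about 19% in these data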;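 further: higher means more PKAc released from R1A so a rise in polarization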
# Mot1-301 SUMO: SUMOylation pathway inhibition by Mot1-301 growth rescue. S. cerevisiae Mot1-301 growth rescue, ATP luminescence, 38.5C; percent above DMSO median, 100 means doubled. growth rescue, % at 18.8 µM. actives 1% (n = 320,000). AID 2716;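 active means every valid replicate shows activation above 250% relative to neutral control wells; inactive means the rest, any valid replicate at or below 250%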;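 further: OY570 slx delta 5 strain wells were the positive control but not used for scaling; some compounds called inactive have numbers as strong as hits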
# * marks the source's active call; other numbers are inactive results; · = not tested or not shown; & = joins results of further samples.
# Each structure is followed by: DSG3 Ab inh	PKA-R1A act	HTR5A inv ctr	HTR5A ag ctr	phage Ecoli inh	Mot1-301 SUMO	E coli growth	AddAB inh	PfHsp90 set2	OPRM1-OPRD1 ag	OPRM1-OPRD1 inv
> CCCNC(=O)NC(=O)COc1c(F)c(F)cc(F)c1F
    ·	2	13	-5	1.9	6	-2.6	0.9	14	-2.3	10
> COCCCn1c(SCC(=O)Nc2ccc(C)cc2)nc2ccccc2c1=O
    89	-11	10	1	3.8	-4	-0.1	0.5	1	1.8	-11
> COC(=O)c1ccc2nc(NC(=O)C(C)C)sc2c1
    82	-7	1	-1	3.2	·	0.6	2.2	13	-0.7	5
> Cc1nc2c(ccc3nc(NC(=O)c4ccc(S(=O)(=O)N(C)C)cc4)sc32)s1
    91	-1	7	4	0.7	169	-1.3	0.8	21	-1.1	6
> CCOC(=O)c1[nH]c2c(c1-c1ccc(OC)cc1)C(=O)CC(c1ccc(OC)c(OC)c1)C2 (centres undefined)
    107	4	3	-1	1.7	-3	-4.0	3.0	1	0.3	-1
> Cc1ccc(N(CC(=O)NN=C2CCN(C)CC2)S(=O)(=O)c2ccccc2)c(C)c1
    106	-3	2	-1	3.0	14	-2.1	1.5	2	2.0	-11
> CCc1ccc(NS(=O)(=O)c2ccc3c(c2)oc(=O)n3C)cc1
    102	0	-2	0	0.2	-12	0.9	-0.4	-17	1.8	-8
> O=C(Nc1cc(F)cc(F)c1)c1ccc(NCCc2ccccc2)c([N+](=O)[O-])c1
    102	-9	-7	4	-1.2	0	-0.6	1.2	-14	-0.7	4
> COc1ccccc1C(=O)Oc1ccc2c(c1)O/C(=C\c1ccncc1)C2=O
    104	-4	21	-6	3.4	107	0.5	4.2	4	-0.3	2
> NC(=O)CCc1nc2cc(C(F)(F)F)ccc2n(Cc2ccccc2)c1=O
    111	3	1	0	-2.5	-18	-0.1	3.8	-32	-1.4	7
> CSc1ccc(Cl)c(C(=O)OCC(=O)N2CC(C)OC(C)C2)c1 (centres undefined)
    99	-10	-3	-5	-0.6	-23	1.2	1.5	18	-2.0	11
> O=C(O)Cc1c(C(=O)O)[nH]c2ccc(C(=O)O)cc12
    91	-7	-3	1	1.6	144	2.5	4.2	-1	-2.4	12
> COCc1ccc(C(=O)NCC2(N3CCCCC3)CCCCC2)cc1
    ·	-9	4	-1	1.5	265	-0.5	0.8	-20	-4.8	23
> CCn1c(C)nc2cc(-c3nc4n(n3)Cc3ccccc3-4)ccc21
    ·	6	5	-2	·	-8	-0.7	-2.7	55	0.2	-1
> COc1ccc(C(=O)Nc2ccccn2)cc1
    101	-7	19	0	1.9	·	-1.4	0.5	-7	-0.5	3
> C/C(N)=C(/C#N)C(=O)CSc1nnc(Nc2c(C)cccc2C)s1
    ·	-5&0	11&0	-3&0	3.7&1.9	337*	-1.8	1.0	10&-19	-0.4&0.7	2&-5
> Cc1cc(Br)c(NC(=O)c2c(-c3c(Cl)cccc3Cl)noc2C)c(Br)c1
    87	8	-28	7	-1.2	12	-2.1	-1.9	10	0.3	-2
> Cc1cc(N/N=C/c2ccccc2O)nc(-c2ccccc2O)n1
    97	-4	0	0	1.3	502	0.3	2.2	-45	1.6	-9
> O=C(CCNC(=O)c1ccccc1)Nc1ccc(Cl)c(S(=O)(=O)N2CCCCC2)c1
    131	-10	2	-1	2.2	-6	-0.3	-0.6	-3	-2.5	13
> CC(C)C(=O)NC(=S)Nc1ccccc1N1CCN(C(=O)c2ccccc2)CC1
    106	-3	5	-2	-1.3	-4	-1.3	-1.7	-2	0.7	-3
> CN(C)c1ccc(NC(=O)C(=O)C2C(=O)Nc3ccccc32)cc1 (centres undefined)
    88	0	-9	1	2.4	229	1.7	0.1	3	-3.3	17
> O=C(NC1=NCCS1)c1ccc(Cl)c(S(=O)(=O)N2CCc3ccccc32)c1
    98	-8	-1	3	-0.8	·	0.2	2.3	-34	-1.9	9
> CC1CCC(NC(=O)CSc2nncs2)CC1 (centres undefined)
    103	-11	2	4	1.5	-13	-0.9	-0.2	-1	-3.2	16
> O=C(NCCCN1CCOCC1)c1c(F)cccc1F
    ·	2	-11	2	3.4	-9	3.1	-1.2	-46	-2.5	13
> CCOC(=O)c1c(NC(=O)c2ccc(Br)o2)sc(C)c1CC
    111	7	2	-1	2.9	11	-3.9	-0.7	13	-1.5	8
> CC1CN(CC(=O)NC(C)c2ccccc2)CC(C)O1 (centres undefined)
    97	-4	10	-3	0.2	104	-1.2	1.0	14	1.2	-6
> Cc1cccc(C)c1OCC(=O)N/N=C/C=C/c1ccco1
    98	-7	-12	5	1.8	-4	3.8	-2.2	30	0.1	0
> O/N=C\c1ccccc1Oc1ccc(F)cc1
    103	1	-2	1	3.3	-6	-0.7	0.8	-6	1.3	-6
> Cc1c(NC(=O)Cc2cccs2)cccc1[N+](=O)[O-]
    103	0	-13	5	2.7	0	0.0	3.1	-4	-0.4	2
> CC(C)Oc1c(N2CCOCC2)c(=O)c1=O
    104	1	15	3	1.9	54	1.5	4.2	3	0.1	0

# Single records, from the list above. Screens in order: DSG3 Ab inh, PKA-R1A act, HTR5A inv ctr, HTR5A ag ctr, phage Ecoli inh, Mot1-301 SUMO, E coli growth, AddAB inh, PfHsp90 set2, OPRM1-OPRD1 ag, OPRM1-OPRD1 inv
# Cc1cccc(C)c1OCC(=O)N/N=C/C=C/c1ccco1 in the list: 98, -7, -12, 5, 1.8, -4, 3.8, -2.2, 30, 0.1, 0
# Cc1cc(N/N=C/c2ccccc2O)nc(-c2ccccc2O)n1 in the list: 97, -4, 0, 0, 1.3, 502, 0.3, 2.2, -45, 1.6, -9

# Later entries
# Each structure is followed by: DSG3 Ab inh	PKA-R1A act	HTR5A inv ctr	HTR5A ag ctr	phage Ecoli inh	Mot1-301 SUMO	E coli growth	AddAB inh	PfHsp90 set2	OPRM1-OPRD1 ag	OPRM1-OPRD1 inv
> O=S(=O)(Nc1nc2ccccc2nc1NCc1ccco1)c1ccccc1
    102	6	-17	6	0.1	-9	3.4	1.7	-1	-1.6	9
> Cc1cc(OCC(=O)NCCN2CCOCC2)ccc1Br
    101	-10	0	0	1.6	57	1.1	-2.2	14	-1.3	7
> CN1/C(=C\C=C2/SC(=S)NC2=O)C(C)(C)c2ccccc21
    115	2	17	-6	1.3	14	-0.1	0.8	2	-4.9	25
> COC(=O)c1sccc1NC(=O)Cc1ccc(Br)cc1
    152	-6	-16	3	4.1	-12	4.1	2.1	20	4.7	-25
> C[C@@](Cc1ccc(O)c(O)c1)(NN)C(=O)O
    ·	1	-4	1	2.2	·	·	·	-4	-1.8	9
> Cc1ccc(NC(=O)CSc2nc3nc(C)c(Br)cc3[nH]2)cc1F
    116	-7	-2	0	2.8	-5	4.0	3.5	-12	0.5	-3
> COC(=O)C(Cc1ccccc1)NC(=O)CCNC(=O)c1ccco1 (centres undefined)
    114	-3	-12	2	3.0	5	0.1	3.4	13	0.5	-4
> Cc1cc2c(=Cc3ccc(N(C)C)cc3)c3ccccc3n2[n+]1C
    90	-3	10	-3	0.1	·	·	·	10	-2.9	13
> CCOC(=O)C1C(=O)CC(C)(O)C(C(=O)OCC)C1c1ccc(C)s1 (centres undefined)
    ·	2	-14	5	4.1	-31	0.3	2.5	·	-0.2	1
> CS(=O)(=O)N(CCc1ccccc1)CC(=O)N1CCN(c2ccccc2)CC1
    99	-11	-7	-2	3.5	105	0.5	0.2	14	-1.9	10
> Cc1ccc(O)c(-c2cc(C(=O)NCc3ccncc3)[nH]n2)c1
    ·	-3	-13	5	2.4	-4	-4.1	-2.0	·	0.5	-3
> CCOc1ccc(S(=O)(=O)NCc2cccnc2)cc1NC(=O)c1ccccc1F
    107	0	-8	3	3.6	27	2.0	2.2	-5	0.8	-4
> COCCCNc1nc2ccccc2nc1NS(=O)(=O)c1ccc(C)c(C)c1
    88	0	-9	3	-0.3	170	5.6	3.0	-20	-0.7	3
> Cc1c(C(=O)Oc2cc(N)n(S(C)(=O)=O)n2)cccc1[N+](=O)[O-]
    86	0	1	0	4.5	2	-1.5	-2.1	12	-2.4	12
> FC(F)(F)c1cccc(Oc2ccc3c(C(F)(F)F)cc(C(F)(F)F)nc3n2)c1
    89	-3	7	-3	4.8	4	0.8	1.9	·	2.2	-11
> COc1cc(OC)c(C(=O)Nc2ccc(N(C)C)cc2)cc1OC
    97	7	2	1	2.0	-8	1.0	1.6	8	1.5	-8
> COCCCNC(=O)c1ccc(OC)c(OC2CCN(C(C)C)CC2)c1
    109	2	-2	1	2.4	-16	-0.5	5.0	7	-0.9	5
> C=C(C(=O)O)C1CCC2(C)CCCC(C)(O)C2C1 (centres undefined)
    ·	6	-6	4	1.6	31	-1.7	1.0	3	-3.4	17
> O=C(COc1ccc(S(=O)(=O)N2CCOCC2)cc1)N1CCCCCC1
    107	0	-2	1	5.3	-5	-0.9	-1.1	11	-2.1	11
> CCOc1cccc2cc(C(=O)N3CCN(C/C=C/c4ccccc4)CC3)c(=O)oc12
    ·	-4	9	-2	2.1	12	0.5	-1.0	-8	-2.7	14
> COc1ccc(C2C=C(Nc3ccccc3)C(=O)N2c2ccccc2)cc1OC (centres undefined)
    97	-2	-5	1	3.9	273	1.3	1.0	-2	-0.8	4
> CCN(C(=O)COC(=O)/C=C/c1ccccc1Cl)c1c(N)n(Cc2ccccc2)c(=O)[nH]c1=O
    97	-1	-2	1	1.9	·	·	·	-3	-4.2	22
> COc1ccc(/C=C/c2nnc(NC(=O)C(C)(C)C)s2)cc1
    ·	-11	-12	5	1.9	-8	-1.6	1.1	3	6.5	-32
> CC(=O)Nc1ccc2c(c1)-c1ccc(F)cc1C2=O
    99	10	-2	1	5.5	·	·	·	-28	-4.3	19
> Cc1[nH]c2ccccc2c1/C=C(\C#N)C(=O)NC1CC1
    100	4	-26	3	1.2	-8	-0.8	0.5	-3	1.0	-5
> COc1ccc(C2SCC(=O)N2c2ccc(F)cc2)cc1 (centres undefined)
    94	-3	-8	2	-14	255	-2.3	2.1	12	-2.1	9
> COc1ccc(CC(=O)NCc2csc(-c3cccs3)n2)cc1OC
    ·	-13	-3	1	-0.2	20	-1.3	-0.3	0	1.4	-7
> O=C(COc1cccnc1[N+](=O)[O-])Nc1cccc(Br)c1
    91	3	0	0	6.9	55	1.9	1.9	-26	-1.0	5
> Clc1ncnc2scc(-c3ccccc3)c12
    100	-6	2	-1	-0.9	-4	-0.7	-1.1	-16	-1.3	7
> CCOC(=O)C(Cc1ccccc1)C(=O)NCc1cccnc1 (centres undefined)
    122	6	6	-2	1.6	-3	-1.0	-1.9	-22	-2.2	11
> O=C(Nc1ccc(S(=O)(=O)N2CCCC2)cc1)c1cnccn1
    107	-9	2	0	3.2	0	-0.1	4.2	10	-1.6	8
> Cc1nc(-c2ccccc2)sc1C1(C)CC(c2c(Cl)cccc2Cl)=NO1 (centres undefined)
    101	4	4	-3	2.3	-8	2.4	4.5	-26	0.0	0
> O=C(Cn1c(=O)oc2cc(S(=O)(=O)N3CCCC3)ccc21)NCc1ccc(F)cc1
    96	-1	-17	6	2.8	-21	-0.3	1.5	-6	-3.6	19
> Cc1cccc(Cn2ccc(NC(=O)c3cccnc3)n2)c1
    98	-2	9	-3	4.4	73	3.6	4.9	16	-3.5	18
